PAFAH1B3 FP inh – PAFAH1B3 (human) inhibition; actives 0.28% (n = 340,000); inhibition, % at 3.39 µM; recombinant PAFAH1B3, FP-rhodamine probe, fluorescence polarization; Q15102;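 active means inhibition above the screen-wide average of all tested compounds plus 3 SD, cut at about 25% in these data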;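 further: 0% = enzyme with DMSO only and 100% = wells lacking PAFAH1B3 protein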
Target sequence (Q15102 whole entry, looked up): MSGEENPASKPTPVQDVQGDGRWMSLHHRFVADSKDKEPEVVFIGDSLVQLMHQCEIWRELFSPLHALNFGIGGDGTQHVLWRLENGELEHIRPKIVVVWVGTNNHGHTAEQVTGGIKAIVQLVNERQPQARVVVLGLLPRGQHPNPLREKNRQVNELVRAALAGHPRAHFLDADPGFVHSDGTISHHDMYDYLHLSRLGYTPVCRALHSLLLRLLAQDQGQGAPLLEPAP
ZTA counter – ZTA (EBV) inhibition in EBNA-1 counter-screen; P03206; ZTA-DNA binding, fluorescence polarization; inhibition, % at 11 µM; actives 0.15% (n = 320,000); in the data active means inhibition above about 33%
Target sequence (P03206 whole entry, looked up): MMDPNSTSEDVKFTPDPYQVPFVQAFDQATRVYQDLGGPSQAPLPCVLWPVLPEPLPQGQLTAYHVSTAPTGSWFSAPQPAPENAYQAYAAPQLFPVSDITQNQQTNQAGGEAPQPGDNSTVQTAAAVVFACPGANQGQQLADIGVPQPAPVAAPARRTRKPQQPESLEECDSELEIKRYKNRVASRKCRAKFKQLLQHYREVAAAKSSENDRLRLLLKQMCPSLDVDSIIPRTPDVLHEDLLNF
LYPLA2 inh – counter-screen for PME1 inhibitors: inhibitors of human LYPLA2; O95372; recombinant LYPLA2, FP-Rh probe fluorescence polarization; inhibition, % at 5.9 µM; actives 0.38% (n = 320,000);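 active means inhibition above the screen-wide mean plus 3 SD, limit set per campaign, cut at about 26% in these data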;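 further: 0% = LYPLA2 with DMSO and 100% = wells lacking LYPLA2 enzyme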
PAD4 FP inh – PAD4 (human) enzyme inhibition; recombinant PAD4, RCA probe fluorescence polarization; inhibition, % at 6.36 µM; actives 0.41% (n = 330,000);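 active means percent inhibition above a cutoff equal to the mean of all tested compounds plus 3 SD, cut at about 15% in these data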;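 further: 0% = PAD4 with RCA probe and DMSO and 100% = probe without PAD4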
PREPL inh – inhibits the human prolyl oligopeptidase-like enzyme. recombinant PREPL, fluorescence polarization activity-based probe. AID 2751. actives 0.68% (n = 320,000). Q4J6C6. inhibition, % at 5.96 µM; in the data active means inhibition above about 43%;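 further: 0% = enzyme with DMSO and 100% = wells lacking enzyme; many of its hits are not listed in these tables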
LYPLA1 counter – counter-screen for PME1 inhibitors: inhibitors of human LYPLA1. inhibition, % at 5.9 µM. recombinant LYPLA1, FP-Rh probe fluorescence polarization. actives 0.16% (n = 320,000). AID 2174. O75608;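 active means inhibition above the mean of all tested compounds plus 3 SD, set per campaign, cut at about 14% in these data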;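 further: inhibitors block serine hydrolase probe labeling of LYPLA1 so polarization falls; 0% = enzyme with DMSO and 100% = wells lacking LYPLA1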
Target sequence (O75608 whole entry, looked up): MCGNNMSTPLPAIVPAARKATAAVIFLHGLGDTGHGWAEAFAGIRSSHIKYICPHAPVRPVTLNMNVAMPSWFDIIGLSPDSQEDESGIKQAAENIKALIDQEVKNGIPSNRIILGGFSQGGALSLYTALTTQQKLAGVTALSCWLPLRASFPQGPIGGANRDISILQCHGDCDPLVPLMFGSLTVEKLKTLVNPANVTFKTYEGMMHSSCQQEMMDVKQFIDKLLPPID
EBNA-1 inhibitor – blocks EBNA-1 binding to DNA | EBNA-1 DNA binding, fluorescence polarization | inhibition, % at 14.8 µM | actives 0.34% (n = 300,000); in the data active means inhibition above about 28%
PAFAH2 inh – inhibitors of human PAFAH2; recombinant PAFAH2, FP-rhodamine activity probe, fluorescence polarization; inhibition, % at 3.39 µM; actives 0.99% (n = 340,000); AID 492956;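 active means inhibition above the mean over all tested compounds plus 3 SD, cut at about 30% in these data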;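 further: inhibitors block probe labeling of enzyme so polarization drops; 0% = enzyme with DMSO and 100% = wells lacking PAFAH2 protein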
GSTO1 inh – counter-screen for RBBP9 inhibitors: inhibitors of human GSTO1; inhibition, % at 5.96 µM; actives 1.1% (n = 300,000); P78417; recombinant GSTO1, activity-based probe fluorescence polarization; AID 1974;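 active means inhibition above the campaign mean inhibition plus 3 SD, cut at about 35% in these data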;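 further: 0% = GSTO1-1 with DMSO and 100% = wells lacking GSTO1-1 enzyme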
Target sequence (P78417 whole entry, looked up): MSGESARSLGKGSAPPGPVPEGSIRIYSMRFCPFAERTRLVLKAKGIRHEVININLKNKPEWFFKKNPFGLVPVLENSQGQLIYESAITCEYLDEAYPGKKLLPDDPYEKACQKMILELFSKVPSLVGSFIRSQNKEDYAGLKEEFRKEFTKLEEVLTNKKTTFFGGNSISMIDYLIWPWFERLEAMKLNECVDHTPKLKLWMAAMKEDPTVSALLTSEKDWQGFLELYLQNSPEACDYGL
Starred values were filed as active, the others as inactive; . = not tested or not shown. Not all compounds are listed. The share of hits here may be higher or lower than overall.

SMILES	PAFAH1B3 FP inh	ZTA counter	LYPLA2 inh	PAD4 FP inh	PREPL inh	LYPLA1 counter	EBNA-1 inhibitor	PAFAH2 inh	GSTO1 inh
Nc1cc(Nc2ccccc2)ccn1	5	-4	4	-3	-1	0	.	-3	.
CC(C)(C)NC(=O)C(=O)NCCC1=CCCCC1	13	11	2	12	3	-4	11	4	4
Cc1cc(C(=O)CS(=O)(=O)c2ccccc2)cc(C)c1O	1	-1	-4	-3	-2	-2	2	-2	12
O=C1CSC(=Nc2cccc(Cl)c2Cl)N1Cc1cccnc1	-4	-3	9	2	-18	-2	3	1	-2
Clc1ccc2nc(CSc3ncn[nH]3)cn2c1	6	-14	8	6	16	3	-4	-5	10
O=C(Nc1ccc(S(=O)(=O)Nc2cnc3ccccc3n2)cc1)c1ccc(Cl)cc1Cl	.	-5	10	-2	-7	-1	-1	.	-7
CCOc1cc(NS(=O)(=O)c2ccccc2)c(OCC)cc1NC(=O)c1ccco1	7	-1	6	-2	22	2	9	9	-1
CCOc1ccccc1N1CCN(C(=O)c2cc(-c3cc(OC)ccc3OC)nc3ccccc23)CC1	4	-3	0	-1	8	-6	1	7	1
CCN1CCCC1CNCc1ccc(OCc2ccc(Cl)nc2)c(OC)c1 (stereo not drawn)	4	9	4	-1	4	0	8	1	0
CN(CC(=O)NCc1ccccc1)S(=O)(=O)c1ccc2c(c1)CCC(=O)N2	2	7	-3	0	17	-2	-21	-3	-12

Some entries already given, limited to PAD4 FP inh and PAFAH1B3 FP inh.
| Molecule | PAD4 FP inh | PAFAH1B3 FP inh |
| --- | --- | --- |
| Clc1ccc2nc(CSc3ncn[nH]3)cn2c1 | 6 | 6 |
| O=C(Nc1ccc(S(=O)(=O)Nc2cnc3ccccc3n2)cc1)c1ccc(Cl)cc1Cl | -2 | . |
| CCOc1cc(NS(=O)(=O)c2ccccc2)c(OCC)cc1NC(=O)c1ccco1 | -2 | 7 |
| CCOc1ccccc1N1CCN(C(=O)c2cc(-c3cc(OC)ccc3OC)nc3ccccc23)CC1 | -1 | 4 |

Later entries:
SMILES	PAFAH1B3 FP inh	ZTA counter	LYPLA2 inh	PAD4 FP inh	PREPL inh	LYPLA1 counter	EBNA-1 inhibitor	PAFAH2 inh	GSTO1 inh
CCC1CCCCN1C(=O)CCCOc1ccccc1 (stereo not drawn)	2	-1	-4	2	-1	-1	0	1	-7
CN1CCN(C(=O)c2cc(Cl)ccc2Cl)CC1	5	-2	22	2	7	6	6	-2	-1
O=C(Cc1ccc(Cl)cc1)Nc1cccc(S(=O)(=O)Nc2ccccc2F)c1	10	12	-6	-5	-14	-5	2	-1	-9
O=C(COc1cccc2ccccc12)NNC(=O)c1cccs1	4	-13	-1	10	-1	-2	-3	9	1
COC(=O)c1cc(C(=O)Cc2ccccc2)c[nH]1	.	7	1	-2	-4	-2	-10	.	-4
O=C(c1ccco1)N1CCN(C(=O)c2cc3cc([N+](=O)[O-])ccc3oc2=O)CC1	-5	-7	-1	-7	9	-2	-3	-5	1
CCOc1ccccc1NC(=O)C1=C(C)NC(=S)NC1c1cccs1 (stereo not drawn)	4	-11	6	-3	-5	3	-3	0	-8
O=S(=O)(Nc1cccc2c1CCCC2)c1cccc(C(F)(F)F)c1	4	1	-3	-1	-2	1	0	1	2
O=C(CCS(=O)(=O)c1cccc2nsnc12)NCc1ccccc1	-6	5	4	-1	17	0	2	6	-5
Cc1ccc(-n2c(=O)[nH]c3c(C(N)=O)nc(CC(C)C)nc32)cc1	3	-1	15	-1	-1	7	-9	-3	3
Nc1cc(-c2ccccc2)nn1S(=O)(=O)c1ccc(Br)cc1	-1	-1	-1	1	-18	-3	-1	7	-7
CCc1ccc(C(=O)NNC(=O)C2CC(=O)N(c3ccc4c(c3)OCCO4)C2)cc1 (stereo not drawn)	6	-2	-3	-2	4	3	.	-3	.
O=C(c1ccc(-n2cncn2)c([N+](=O)[O-])c1)N1CCN(S(=O)(=O)c2c(F)cccc2F)CC1	7	-3	5	-2	-6	2	-3	3	-4
O=C(C1CCN(C2CCN(CC3CC=CCC3)CC2)CC1)N1CCOCC1 (stereo not drawn)	-1	-1	0	-4	23	4	-5	-1	5
CSC1=N/C(=C\c2ccccc2)C(=O)N1C	5	-4	4	3	1	0	14	4	-1
CCCCC(=O)Nc1nn(C)c2nc3c(C)cccc3cc12	0	9	2	-1	9	2	2	-1	5
COc1ccc(N2CCN(C(=S)Nc3cccc(OC)c3)CC2)cc1	7	5	1	-5	11	0	-1	0	8
Cc1c(/C=C/C(=O)c2ccccc2O)cnn1C	-6	-9	0	1	-2	-1	6	-13	3
O=C(CSc1nc2ccccc2o1)Nc1nccs1	3	12	-4	-3	4	-6	-2	-5	-2
CCC(C)C(NC(=O)C1CCC(C)CC1)C(=O)NCc1ccccn1 (stereo not drawn)	6	-3	11	2	-1	4	12	-5	-1

Three compounds from above, arranged by their value in PREPL inh, rising:
SMILES	PAFAH1B3 FP inh	PAD4 FP inh	PREPL inh	EBNA-1 inhibitor	PAFAH2 inh
Nc1cc(Nc2ccccc2)ccn1	5	-3	-1	.	-3
COc1ccc(N2CCN(C(=S)Nc3cccc(OC)c3)CC2)cc1	7	-5	11	-1	0
Clc1ccc2nc(CSc3ncn[nH]3)cn2c1	6	6	16	-4	-5

Next part:
SMILES	PAFAH1B3 FP inh	ZTA counter	LYPLA2 inh	PAD4 FP inh	PREPL inh	LYPLA1 counter	EBNA-1 inhibitor	PAFAH2 inh	GSTO1 inh
COC(=O)c1ccc(CSc2nnc(NCc3ccccc3)s2)o1	12	-3	9	-3	-3	4	10	-8	-8
COc1ccc(CCNC(=O)C2CCN(C(=O)c3ccccc3)CC2)cc1	.	12	-2	-3	0	-1	11	.	3
CCOc1ccc(NC(=O)[C@@H]2CCC(=O)N2C2OC(=O)c3ccccc32)cc1 (stereo partly drawn)	4	8	-1	1	3	-1	6	1	4
O=C(O)COc1ccccc1/C=N/NC(=O)CN1CCN(Cc2ccc(Cl)cc2)CC1	-5	-4	6	0	4	2	6	-9	5
CC(C)NC(=O)c1cc2n(n1)C(C(F)(F)F)CC(c1ccco1)N2 (stereo not drawn)	6	-2	7	-1	1	1	-5	1	15
CC(C)OC(=O)c1ccc(NC(=O)c2ccccc2)cc1	0	0	0	-1	-2	-4	0	-5	1
Cc1nc(-c2ccc(Cl)cc2)sc1C1(C)CC(c2c(Cl)cccc2Cl)=NO1 (stereo not drawn)	-1	-3	-7	0	-48	-4	1	-3	4
CC(=O)NC(Cc1ccccc1C)C(=O)NC1CCN(C(=O)c2ccc(C)cc2)CC1 (stereo not drawn)	2	-1	18	-6	2	5	0	-2	8
CC(=O)Nc1ccc(S(=O)(=O)NCCSCc2ccc(Cl)cc2Cl)cc1	7	3	-14	3	-39	-9	1	-8	34
O=C(CSc1nnc(-c2cccc(F)c2)o1)N1CCCC1	-3	-2	-4	-1	-1	-1	-5	16	-1
CCOC(=O)N1CCN(C(=O)CCS(=O)(=O)c2ccc(Br)s2)CC1	0	-2	-5	-3	10	0	-7	25	0
COc1cc2c(cc1NC(=O)CSc1nnnn1-c1ccccc1)oc1ccccc12	1	3	-8	2	-4	0	9	-4	-11
COc1ccc(NS(=O)(=O)c2cccc(C(=O)NCCCn3ccnc3)c2)cc1	12	2	5	1	-4	3	-3	5	1
CC1CCN(S(=O)(=O)c2cccc(C(=O)NC3CCCCC3)c2)CC1	2	-2	-1	-1	17	-1	6	-4	-3
CC(C)c1ccccc1NC(=S)NCc1nc2ccccc2[nH]1	1	5	0	-1	-6	-1	-1	4	1
Cn1nc2sc3ccccc3n2c(=O)c1=O	9	-13	4	2	4	-3	2	4	3
CC(/C=N/n1c(-c2cccnc2)n[nH]c1=S)=C\c1ccco1	2	-4	6	5	2	-1	1	10	-2
Cc1nc2ccccc2c(=O)n1NC(=O)Nc1ccccc1	-2	0	16	-1	13	2	3	-2	15
COc1ccc2oc(C(=O)NCCN3CCOCC3)c(C)c2c1OC	-1	16	0	-2	-3	-3	8	-1	3
CCCNC(=O)c1onc(CSc2ccc(Cl)cc2)c1C(=O)NCC1CC1	0	-9	6	2	-2	-4	12	-7	1
COCCCn1c(SCC(=O)Nc2nc3ccccc3s2)nnc1-c1ccoc1C	1	9	-7	-10	3	-6	6	-11	-8
Cc1cccc(N(CC(=O)Nc2ccccc2F)S(C)(=O)=O)c1	4	-27	-8	-2	-5	-1	-16	-7	10
COc1ccc(NC(=O)N(C)C[C@H]2Oc3c(NS(=O)(=O)c4cccs4)cccc3C(=O)N([C@H](C)CO)C[C@@H]2C)cc1	10	.	.	0	19	.	.	0	.
CC(=O)C(C)Oc1ccc2c3c(c(=O)oc2c1)CCCCC3 (stereo not drawn)	3	5	8	-1	0	11	4	4	0
CCOC(=O)c1sc2nc(C3CC3)cc(-c3ccc(F)cc3)c2c1N	5	15	2	-6	-10	-3	-6	5	2
CCN(C(=O)CSc1cc(C)c2ccccc2n1)c1c(N)n(Cc2ccccc2)c(=O)[nH]c1=O	8	8	11	1	-26	-1	-4	-2	-6
c1ccc(CN2CCC3(CC2)Nc2ccccc2CO3)cc1	5	3	-5	-4	16	-1	-5	2	-5
c1csc(Cc2nc3ccccc3[nH]2)c1	-2	-3	-7	-3	-10	1	2	-3	4
CCOc1ccc(CN2CCN(C3CCC3)CC2CCO)cc1 (stereo not drawn)	6	-3	2	1	0	0	-5	-4	0
COc1cccc(NC(=O)CS(=O)(=O)Cc2nc(-c3ccc(C)cc3)oc2C)c1	-1	7	-3	-6	-13	-4	-15	8	1
CCN1CCN(C(=O)c2ccc3c(c2)N(Cc2ccccc2)C(=O)c2ccccc2S3(=O)=O)CC1	2	-2	4	2	6	-2	7	-2	-1
Cc1cc(C)c(C2=CSC3=NS(=O)(=O)CCN23)c(C)c1	2	-2	-1	-2	-6	0	-4	-14	4
COc1ccc(OC)c(Nc2nc(NCc3ccco3)nc(N)c2[N+](=O)[O-])c1	.	4	4	0	24	4	7	.	2
O=C(N/N=C/c1c[nH]c2ccccc12)c1ccc([N+](=O)[O-])cc1Cl	9	-15	7	1	20	2	-6	1	10
Cc1ccc(C(C)C)c(OCC(=O)OCc2c(C)noc2C)c1	7	18	1	1	7	-4	9	-2	4
CNc1cc(C)c(C#N)c2nc3ccccc3n12	0	3	-1	-2	5	-1	-9	10	12
O=C(COC(=O)c1ccc2c(c1)C(=O)N(Cc1ccncc1)C2=O)Nc1cccc2ccccc12	3	-22	-3	1	10	-3	-10	2	11
O=C(O)c1ccccc1C(=O)Nc1ccc(-c2csc(-c3ccccc3)n2)cc1	0	5	0	1	5	1	3	1	5
Cc1ccc(CCNC(=O)C2CCCN(S(=O)(=O)c3cccs3)C2)cc1 (stereo not drawn)	7	-16	-7	2	14	0	-7	-1	-2
Cc1cc(N/N=C/c2ccc(Cl)cc2)nc(NCc2ccccc2)n1	3	-8	-8	2	6	-6	5	-6	-6
CCc1nnc(NC(=O)CSc2nnc(C)n2CC2CCCO2)s1 (stereo not drawn)	3	12	-1	-1	4	-5	-15	-3	6
CCOC(=O)Cn1c(=O)c(-c2ccccc2NCc2ccccc2)nc2ccccc21	-1	3	7	-2	5	1	9	-11	8
OCCCn1c(-c2ccccc2)nc(=S)c2c1CCCC2	7	-11	5	-2	-2	5	14	-10	3
O=C(O)c1nn(-c2cccc(Cl)c2)c(=O)cc1O	7	11	-1	-1	-9	-2	3	5	3
O=C1CC(N2CCN(c3ccccn3)CC2)C(=O)N1CC(c1ccccc1)c1ccccc1 (stereo not drawn)	2	-10	0	2	7	-1	3	11	9
Cc1ccc(C(=O)C2OC(=O)C(C)(C)C(=O)C2(C)C)cc1 (stereo not drawn)	-4	4	6	1	-10	-1	7	-3	-1
O=C(CSc1nnc(-c2ccc(S(=O)(=O)N3CCOCC3)cc2)o1)c1ccccc1F	-1	-23	-1	2	-2	0	2	0	3
CCCOc1ccc(-c2nnn(CC(=O)N3CCCC(C)C3)n2)cc1 (stereo not drawn)	2	21	-2	-4	9	0	-2	2	2

Source: PubChem BioAssay (The Scripps Research Institute Molecular Screening Center)
